CYP2C19 inh – human CYP2C19 inhibition; P33261; CYP2C19 Supersomes, luciferin-H EGE luminescence, 30 min; inhibition, % at 5 µM; 96,000 tested, 21% active; AID 778;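 active = CYP2C19 inhibition above a set limit at 5 µM in the primary screen, cut at about 50% in these data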;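 also: plate controls were negative control wells for no effect and 2.5 mM tranylcypromine positive control for full effect; values of inactives mirror those of a sister screen read the other way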
Target sequence (P33261 whole entry, looked up): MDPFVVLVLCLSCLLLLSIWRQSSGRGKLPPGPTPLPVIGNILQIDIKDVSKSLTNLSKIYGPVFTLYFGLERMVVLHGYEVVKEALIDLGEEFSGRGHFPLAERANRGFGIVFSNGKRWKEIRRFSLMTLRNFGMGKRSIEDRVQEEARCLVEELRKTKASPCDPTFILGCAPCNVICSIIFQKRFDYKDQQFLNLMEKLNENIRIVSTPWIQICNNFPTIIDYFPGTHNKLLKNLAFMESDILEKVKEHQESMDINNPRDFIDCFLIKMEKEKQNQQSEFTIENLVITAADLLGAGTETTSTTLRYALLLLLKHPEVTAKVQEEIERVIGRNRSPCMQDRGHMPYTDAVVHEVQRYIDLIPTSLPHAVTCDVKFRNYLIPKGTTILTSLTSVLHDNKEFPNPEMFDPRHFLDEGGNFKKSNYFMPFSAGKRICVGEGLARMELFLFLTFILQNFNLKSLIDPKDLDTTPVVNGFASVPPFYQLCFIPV
Rev-RRE block – HIV Rev-RRE protein-RNA interaction inhibition | AID 704 | P05866 | Rev peptide-RRE RNA binding, FRET | 97,000 tested, 0.79% active | inhibition, % at 8 µM;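 active = inhibition above the screen-wide mean plus 3 SD, cut at about 35% in these data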;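 also: 0% = median DMSO wells and 100% = median Neomycin B control wells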
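System: Cy5-labelled duplex RRE RNA binding fluorescein-labelled HIV Rev peptide; Signal: fluorescein-to-Cy5 FRET, 480 nm excitation; Also added: labelled Rev peptide; Compound: one concentration, 8 µM nominal; Buffer or medium: HEPES pH 7.5 salt buffer with EDTA; Read-out: % inhibition of FRET ratio versus controls; Schedule: 5 min preincubation and 15 min binding, 25 °C.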
CYP2C9 inhib – blocks human cytochrome P450 2C9. 96,000 tested, 20% active. inhibition, % at 5 µM. CYP2C9 Supersomes, luciferin-H conversion, luminescence. P11712;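 active = blocking of liver enzyme CYP2C9 beyond about 50% at 5 µM, limit read from the data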; also: values of inactives mirror those of a sister screen read the other way
Target sequence (P11712 whole entry, looked up): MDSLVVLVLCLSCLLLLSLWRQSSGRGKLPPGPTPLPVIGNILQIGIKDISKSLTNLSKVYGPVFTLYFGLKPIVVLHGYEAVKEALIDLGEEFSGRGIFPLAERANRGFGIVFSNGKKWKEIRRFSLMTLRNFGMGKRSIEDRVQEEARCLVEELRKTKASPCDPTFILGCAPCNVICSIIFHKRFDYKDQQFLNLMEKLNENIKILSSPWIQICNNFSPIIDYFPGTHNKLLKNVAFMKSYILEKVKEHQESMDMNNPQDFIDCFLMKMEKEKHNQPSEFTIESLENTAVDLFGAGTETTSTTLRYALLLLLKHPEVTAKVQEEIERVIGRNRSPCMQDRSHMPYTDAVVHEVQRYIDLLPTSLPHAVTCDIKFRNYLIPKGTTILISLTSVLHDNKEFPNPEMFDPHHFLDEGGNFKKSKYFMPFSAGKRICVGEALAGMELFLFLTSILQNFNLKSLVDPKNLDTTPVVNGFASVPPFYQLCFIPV
CYP2C9 act – activators of human CYP2C9 | P11712 | recombinant CYP2C9, luciferin-H conversion, luminescence; stronger effect = higher value; factor 1 = untreated enzyme, 0 = blocked | activation factor at 5 µM | 96,000 tested, 1.4% active;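 active = activation factor of 2 or more for CYP2C9 at a 5 µM dose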;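 also: 0 = sulfaphenazole-blocked wells and 1 = vehicle-only wells; values of inactives mirror those of a sister screen read the other way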
PLAP activator – activators of human placental alkaline phosphatase. P05187. purified PLAP enzyme, luminescent substrate read-out; stronger effect = higher value. activation fold at 20 µM. 96,000 tested, 1.2% active. AID 696; in the data active = activation fold above about 2
PLK1 kinase inh – PLK1 (human) kinase inhibition. recombinant PLK1 kinase, TR-FRET peptide phosphorylation. inhibition, % at 10 µM. 97,000 tested, 0.53% active. AID 619;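 active = inhibition of 50% or more in the single-concentration screen; inactive = inhibition below 50%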;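 also: 0% = DMSO max control and 100% = H-89 dihydrochloride min control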
CYP2C19 act – cytochrome P450 2C19 (human) activation; recombinant CYP2C19, luciferin-H EGE luminescence; stronger effect = higher value; 0 = fully inhibited enzyme, 1 = untreated enzyme; activation factor at 5 µM; 96,000 tested, under 10 active;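 active = activation factor of at least 2 at 5 µM in the primary screen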;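 also: 0 = wells with 2.5 mM tranylcypromine and 1 = vehicle-only wells; values of inactives mirror those of a sister screen read the other way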
EphB4 antag – EphB4-ephrin-B2 interaction antagonism | inhibition, % at 7 µM | 97,000 tested, 0.15% active | EphB4 LBD / TNYL-RAW-Alexa532 peptide, fluorescence polarization;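 active = inhibition above the screen-wide mean inhibition plus 3 SD, cut at about 15% in these data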;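 also: 0% = DMSO wells and 100% = excess unlabeled TNYL-RAW peptide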
PLK1 PBD inh – Plk1 (human) PBD binding inhibition; 97,000 tested, 0.13% active; AID 693; Plk1 PBD phosphopeptide binding, fluorescence polarization; inhibition, %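 (tested at about 20 µM)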; in the data active = inhibition above about 34%, passing the limit was not always enough
* hit, by the source's call; / = not tested or not shown.

CYP2C19 inh	Rev-RRE block	CYP2C9 inhib	CYP2C9 act	PLAP activator	PLK1 kinase inh	CYP2C19 act	EphB4 antag	PLK1 PBD inh	Compound
17	10	31	0.7	1	-3	0.8	-5	16	N#Cc1nc(-c2ccc(Cl)cc2)oc1N1CCCCC1
-26	-9	49	0.5	1.9	-15	1.3	-1	11	CN1CCN(S(=O)(=O)c2ccc(N3CCN(S(=O)(=O)c4cccs4)CC3)nc2)CC1
/	8	/	/	/	-15	/	8	-1	CCOC(=O)CSC1=Nc2ccccc2C2=NC(CC(=O)NCc3ccc(OC)cc3)C(=O)N12 (stereo unspecified)
-8	7	0	1	1.1	1	1.1	1	-4	Cc1ccc(-n2[nH]c(C)c(/C=N/c3ccccn3)c2=O)cc1
14	2	14	0.9	1	-3	0.9	-4	-9	Cc1ccc(-c2csc(NC(=O)COC(=O)c3cccc(S(=O)(=O)N4CCOCC4)c3)n2)cc1
0	-2	13	0.9	1	-7	1	2	-10	CCc1ccccc1NC(=S)NC1CC2CCC(C1)N2Cc1ccco1 (stereo unspecified)
23	1	18	0.8	1.1	3	0.8	9	2	Cc1ccc(CN2C(=O)CCC2C(=O)NCc2ccc(F)cc2)cc1 (stereo unspecified)
9	8	-13	1.1	0.8	-9	0.9	1	0	CCOc1cc(CN2CCCCC2)ccc1OC
-3	-2	-14	1.1	1	-15	1	-3	2	COc1ccc(C(=O)c2c[nH]c(C(=O)NCC3CCCO3)c2)cc1 (stereo unspecified)
29	5	42	0.6	1.6	3	0.7	11	-15	CC(=O)OC1c2c(ccc3ccc(=O)oc23)OC(C)(C)C1OC(=O)CC(C)C (stereo unspecified)
-4	6	8	0.9	1.1	-8	1	-2	0	CCOC(=O)c1ccc(N2C(=O)CC(N3CCOCC3)C2=O)cc1 (stereo unspecified)
85*	4	56*	0.4	1.2	-7	0.2	-11	3	CC(=O)NC12CC3CC(C1)CC(C(=O)Nc1nccs1)(C3)C2
/	10	/	/	/	-17	/	4	-7	CSc1ccc(CN2CCC(O)CC2)cc1
/	1	/	/	/	-2	/	-4	24	O=C1C2C3C=CC(CC3)C2C(=O)N1c1ccc2c(c1)OCO2 (stereo unspecified)
44	7	4	1	1.1	-10	0.6	2	-20	CC1CCN(C(=O)c2ccc3c(c2)OCCO3)CC1
-6	1	-15	1.1	1.5	-12	1.1	-2	-2	Cc1cc(SCC(=O)OCC(=O)N2CCN(C(=O)c3ccco3)CC2)c(C)cc1Br
11	5	-22	1.2	0.9	-7	0.9	5	-2	O=C(c1cc(-c2ccccc2)on1)N1CCCC1
6	1	-6	1.1	1	-10	0.9	-6	-34	Cc1ccc(CNC(N)=S)cc1
95*	3	88*	0.1	1.2	-6	0.1	-4	-1	COc1ccc(C2=CC(=O)OC3(CCCCC3)O2)cc1
0	/	1	1	0.9	/	1	/	/	COC(=O)c1cn(NC(=O)c2cnccn2)c(=O)c2ccccc12
6	/	15	0.8	1	/	0.9	/	/	COc1ccc(CNC(=O)CN(C(=O)c2cc3sccc3n2C)C2CCCC2)cc1
37	3	-98	2*	1.3	-5	0.6	8	-1	CCC(c1nnnn1C1CCCC1)N(Cc1cccs1)Cc1cc2cc(C)ccc2[nH]c1=O (stereo unspecified)
-8	7	16	0.8	1.1	-7	1.1	2	18	CC(NC(=O)Nn1cnnc1)(C(F)(F)F)C(F)(F)F
58*	0	84*	0.2	0.8	-7	0.4	2	5	CC(=O)c1c(C)[nH]c(C(=O)Nc2cc(C)cc(C)c2)c1C
37	5	-178	2.8*	0.8	-38	0.6	-3	0	Cc1cc(C)n2c(SCc3ccccc3Cl)nnc2n1

A second format for some results above.
Compound | CYP2C19 inh | Rev-RRE block | CYP2C9 inhib | CYP2C9 act | PLAP activator | PLK1 kinase inh | CYP2C19 act | EphB4 antag | PLK1 PBD inh
CC1CCN(C(=O)c2ccc3c(c2)OCCO3)CC1 | 44 | 7 | 4 | 1 | 1.1 | -10 | 0.6 | 2 | -20
Cc1cc(SCC(=O)OCC(=O)N2CCN(C(=O)c3ccco3)CC2)c(C)cc1Br | -6 | 1 | -15 | 1.1 | 1.5 | -12 | 1.1 | -2 | -2
O=C(c1cc(-c2ccccc2)on1)N1CCCC1 | 11 | 5 | -22 | 1.2 | 0.9 | -7 | 0.9 | 5 | -2
Cc1ccc(CNC(N)=S)cc1 | 6 | 1 | -6 | 1.1 | 1 | -10 | 0.9 | -6 | -34
COc1ccc(C2=CC(=O)OC3(CCCCC3)O2)cc1 | 95* | 3 | 88* | 0.1 | 1.2 | -6 | 0.1 | -4 | -1
COC(=O)c1cn(NC(=O)c2cnccn2)c(=O)c2ccccc12 | 0 | / | 1 | 1 | 0.9 | / | 1 | / | /
COc1ccc(CNC(=O)CN(C(=O)c2cc3sccc3n2C)C2CCCC2)cc1 | 6 | / | 15 | 0.8 | 1 | / | 0.9 | / | /
CCC(c1nnnn1C1CCCC1)N(Cc1cccs1)Cc1cc2cc(C)ccc2[nH]c1=O (stereo unspecified) | 37 | 3 | -98 | 2* | 1.3 | -5 | 0.6 | 8 | -1
CC(NC(=O)Nn1cnnc1)(C(F)(F)F)C(F)(F)F | -8 | 7 | 16 | 0.8 | 1.1 | -7 | 1.1 | 2 | 18

Remaining list, next part:
CYP2C19 inh	Rev-RRE block	CYP2C9 inhib	CYP2C9 act	PLAP activator	PLK1 kinase inh	CYP2C19 act	EphB4 antag	PLK1 PBD inh	Compound
12	/	12	0.9	0.7	/	0.9	/	/	CCCCNC(=O)CCCn1c(=O)[nH]c2ccc(Br)cc2c1=O
-4	8	-17	1.2	1.1	-13	1	8	-29	O=C(NCCCN1CCOCC1)c1cccs1
-22	1	-31	1.3	1	0	1.2	-1	-9	O=c1c2cc(-c3ccccc3)sc2ncn1-n1cccc1
75*	/	68*	0.3	1.2	/	0.2	/	/	Cc1cc(C(=O)N2CCc3ccccc32)n(-c2ccccc2)n1
18	4	20	0.8	1.1	-18	0.8	7	-10	CCOCCCNC(=O)C(Cc1ccccc1)NC(=O)c1ccco1 (stereo unspecified)
12	8	5	1	1.2	7	0.9	2	22	CC(=O)C1=C(C)NC(=O)NC1c1cc(Br)ccc1OCC(N)=O (stereo unspecified)
3	8	2	1	1.2	-16	1	5	-21	CCN(CCO)Cc1cn[nH]c1-c1ccc(C)c(C)c1
61*	8	28	0.7	0.9	-19	0.4	0	13	CC(=O)c1ccc(-c2nc3ccccc3n2C)o1
-10	2	-6	1.1	1	-8	1.1	3	11	O=C1CCC2CCCCC2(O)O1 (stereo unspecified)
-9	5	5	0.9	1	-4	1.1	5	-10	CCCC(=O)Nc1c(O)c2ccccc2[nH]c1=O
-14	-4	1	1	1.5	-11	1.1	-3	13	COc1cc(C(=O)Nc2ccc(S(=O)(=O)Nc3onc(C)c3C)cc2)cc(OC)c1OC
/	1	/	/	/	-15	/	-3	1	CCOc1ccccc1N1CCN(Cc2ccc(OC)c(OC)c2OC)CC1
6	1	7	0.9	1.2	-8	0.9	4	7	Cc1nc2ncnn2c(C)c1CCC(=O)NCCC1=CCCCC1
6	8	48	0.5	1.5	-8	0.9	-2	-17	NC(=O)CSc1nnc(-c2cccc(S(=O)(=O)N3CCOCC3)c2)n1C1CCCCCC1
25	0	31	0.7	0.6	-8	0.8	1	19	O=C(NCc1ccco1)c1cc(-c2ccccc2)nc2ccccc12
28	2	3	1	0.9	-10	0.7	-3	-6	Cc1ccc(SCc2ccc(C(=O)Nc3cccc([N+](=O)[O-])c3)cc2)cc1
43	16	33	0.7	1.5	-17	0.6	0	9	Cc1ccc(NC(=O)N/C=C/c2ccco2)cc1
/	5	/	/	/	38	/	1	-8	c1nc(NCC2CCCO2)c2[nH]cnc2n1 (stereo unspecified)
4	1	-18	1.2	0.9	-7	1	-7	-9	NC(=S)N/N=C/c1ccc(-c2cc(Cl)ccc2Cl)o1
26	5	53*	0.5	0.7	-6	0.7	3	-2	COc1ccc(C(C(=O)NC2CCCCC2)N(C(=O)c2cccs2)c2ccc3c(c2)OCO3)cc1 (stereo unspecified)
3	9	8	0.9	1	-1	1	-3	1	CCCn1c(SCC(=O)Nc2nc3c(s2)CCCC3)nc2c1c(=O)n(C)c(=O)n2C
23	7	19	0.8	1.6	-11	0.8	3	-4	CCOC(=O)C1CCN(CC(=O)Nc2c(C(=O)OC)[nH]c3cccc(Cl)c23)CC1
12	2	27	0.7	1.1	-3	0.9	4	-11	CCN(CC)C(=O)c1cnn(-c2ccccc2)c1NC(=O)c1ccco1
63*	2	85*	0.1	0.8	3	0.4	1	-14	CCc1c(C)nc2ncnn2c1NCCc1ccc(OC)cc1
43	3	88*	0.1	1.4	-7	0.6	-2	4	Cc1nc2nc(SCC(=O)NCc3ccco3)nn2c(C)c1Cc1c(F)cccc1Cl
9	4	21	0.8	1.3	-11	0.9	6	-7	O=C(COc1ccc(Cl)cc1)Nc1ccccc1C(=O)NCc1ccco1
/	2	/	/	/	-7	/	-3	-4	O=C(N/C(=C/c1cccs1)C(=O)N1CCCCCC1)c1ccccc1
1	11	48	0.5	1.1	3	1	-1	16	Cc1ccc(C)c(N2CCN(c3ncnc4c3cnn4-c3ccccc3)CC2)c1
20	6	4	1	1	-13	0.8	-7	-24	CC(=O)OC(C(=O)NC1CCCCC1)c1ccccc1 (stereo unspecified)
12	4	11	0.9	1.2	-12	0.9	-1	5	COc1ccc(NC(=O)C(NC(=O)c2ccccc2)C(C)C)cc1 (stereo unspecified)
37	-1	35	0.7	1.4	-4	0.6	2	1	O=C(c1ccc2c(=O)n(C3CCCC3)c(=S)[nH]c2c1)N1CCN(C2CCCCC2)CC1
42	6	22	0.8	1.3	-2	0.6	3	-48	COc1cc(O)oc1C=Nc1ccc(C(F)(F)F)cc1
7	1	46	0.5	1.4	2	0.9	-4	-38	CCOC(=O)c1cnc2c(OC)cccc2c1N1CCN(c2ccccc2OC)CC1
